# TDP1 cell noCPT: qHTS for Inhibitors of human tyrosyl-DNA phosphodiesterase 1 (TDP1): qHTS in cells in absence of CPT. 15% of 420,000 active. Potency, µM (series often up to 46.2 µM), for the others: at the top dose activity change, negative = growth inhibition, actives largely listed as inhibitors. AID 686978, 2013. DT40 Tdp1-/- hTDP1 cells, no CPT, ATP luminescence, 48 h; note: nearly all actives have a fitted effect of over 55% in size
#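 DT40 Tdp1-/-;hTDP1 cells, no CPT (DMSO vehicle only), 400 cells/well; compounds pin-transferred; ≥48 hr, 37 °C; CellTiter-Glo 30 min RT dark, luminescence read.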
# TDP1 block: TDP1 (human) enzyme inhibition | Q9NUW8 | recombinant TDP1, AlphaScreen DNA substrate cleavage | Potency, µM (series often up to 130 µM), without a hit: at the top dose activity change, negative = inhibition, hits mostly inhibitors | 0.28% of 350,000 active; note: nearly all actives have a fitted effect of over 40% in size
# Target sequence (Q9NUW8 whole entry, looked up): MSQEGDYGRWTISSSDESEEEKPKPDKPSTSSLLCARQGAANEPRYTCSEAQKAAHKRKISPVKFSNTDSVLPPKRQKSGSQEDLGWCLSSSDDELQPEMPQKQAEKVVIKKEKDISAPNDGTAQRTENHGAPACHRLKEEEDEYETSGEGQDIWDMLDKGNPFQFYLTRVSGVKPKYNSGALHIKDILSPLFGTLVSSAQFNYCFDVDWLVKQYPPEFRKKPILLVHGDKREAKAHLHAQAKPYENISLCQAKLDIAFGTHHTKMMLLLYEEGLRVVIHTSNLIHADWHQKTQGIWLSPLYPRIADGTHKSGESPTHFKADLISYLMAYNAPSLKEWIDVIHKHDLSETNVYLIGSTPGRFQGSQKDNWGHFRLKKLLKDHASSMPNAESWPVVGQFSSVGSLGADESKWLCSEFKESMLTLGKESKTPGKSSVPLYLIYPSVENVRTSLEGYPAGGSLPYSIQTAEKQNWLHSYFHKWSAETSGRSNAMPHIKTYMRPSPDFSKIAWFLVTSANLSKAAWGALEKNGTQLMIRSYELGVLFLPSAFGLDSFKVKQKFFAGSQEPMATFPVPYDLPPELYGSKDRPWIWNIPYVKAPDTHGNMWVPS
#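 Compounds were preincubated with Tdp1 (1 nM final) for 15 min at room temperature before substrate (15 nM final) started a 5 min reaction; beads (10 ug/ml final) were then added for 10 min before AlphaScreen detection.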
# N370S GC mod: inhibits or activates N370S mutant glucocerebrosidase; P04062; Potency, µM (titrated, usually from 59.4 µM), for the others: at the top dose activity change, negative = inhibition, most hits filed as inhibitors; N370S GC spleen homogenate, 4MU-glucoside fluorescence; AID 2101; 0.092% of 330,000 active;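 note: 0% = full enzyme activity and -100% = no enzyme basal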
# Numbers without * were called inactive; ? = inconclusive; / = no result given; & = joins results of further samples; [ ] = dose if it differs, or a comment. Calls come from the whole dose curve; as a rule, active = well fitted curve in the direction sought with a large enough effect; inconclusive = small, poorly fitted or top-dose-only effect, or another doubt; inactive = no such curve, though single readings can be large; an effect the other way counts as inactive or inconclusive. Unless noted, % is set by controls: 0 for no effect and ±100 for the full control effect; potency is the fitted concentration of half-maximal effect.
# Below each compound: TDP1 cell noCPT	TDP1 block	N370S GC mod
1: Cn1c(=O)c2c(ncn2CC(=O)Nc2ccc(N3CCOCC3)cc2)n(C)c1=O
  -8%	5%	3%
2: O=C(CCS(=O)(=O)c1ccccc1)Nc1nc(-c2cccs2)cs1
  21µM*	3%	2%
3: O=C(NCCc1ccc2c(c1)OCCO2)c1cccc(S(=O)(=O)N2CCCC2)c1
  ?	2%	/
4: CN1C[C@@H]2C(c3ccccc3)C3(c4ccccc4)CC2(C3)[C@H]1c1ccccc1 (stereo not given in full)
  ?	-3%&5%	9%&1%
5: O=C(c1ccccc1[N+](=O)[O-])N1CCN(c2ccc(N3CCOCC3)nn2)CC1
  -4%	0%	-2%
6: Cc1cccc(S(=O)(=O)Nc2cccc3c2C(=O)c2ccccc2-3)c1
  ?	-3%	2%
7: Cc1ccc(S(=O)(=O)NCCC(=O)Nc2cc(S(=O)(=O)N(C)C)ccc2C)cc1C
  16µM*	/	-14%
8: COc1ccc(-c2cc3ccc(O)c(CN4CCCCC4C)c3oc2=O)cc1OC (stereo not given)
  0%	0%	/
9: Cc1cc(=O)[nH]c(Nc2ccc(N(C)C)cc2)n1
  -5%	6%	0%
10: COc1ccc(-c2sc3ccccc3c2/C=C/c2ccc(OC)c(OC)c2)cc1
  -16%	-4%	/
11: COc1ccc(CCNC[C@@H](O)c2ccc(O)cc2)cc1OC
  /	-7%[56.1 µM]	-4%
12: Cc1c(N2C(=O)/C(=C3/C(=O)N(C)c4ccccc43)SC2=S)c(=O)n(-c2ccccc2)n1C
  ?	0%	-25%
13: O=C(Cc1cccs1)Nc1nc(-c2cccnc2)cs1
  8.2µM*	6%	-22%
14: CCc1cc(=O)oc2cc(C)cc(OCC(=O)NCCCn3ccnc3)c12
  -2%	5%	-18%
15: CC(C)(C)NCc1ccccc1OCc1cccs1
  -23%	-3%	4%

# Copied from the list:
# Result for CC(C)(C)NCc1ccccc1OCc1cccs1 under TDP1 cell noCPT: -23%
# Result for Cn1c(=O)c2c(ncn2CC(=O)Nc2ccc(N3CCOCC3)cc2)n(C)c1=O under TDP1 cell noCPT: -8%
# Result for Cc1c(N2C(=O)/C(=C3/C(=O)N(C)c4ccccc43)SC2=S)c(=O)n(-c2ccccc2)n1C under TDP1 block: 0%
# Result for COc1ccc(-c2cc3ccc(O)c(CN4CCCCC4C)c3oc2=O)cc1OC (stereo not given) under TDP1 cell noCPT: 0%
# Result for CCc1cc(=O)oc2cc(C)cc(OCC(=O)NCCCn3ccnc3)c12 under TDP1 cell noCPT: -2%

# The list goes on.
# Below each compound: TDP1 cell noCPT	TDP1 block	N370S GC mod
16: CS(=O)(=O)N(CCC#N)Cc1ccc(C=O)o1
  8%	-1%	-4%
17: O=C(O)c1cccc(NS(=O)(=O)c2cc(S(=O)(=O)c3ccc(Cl)cc3)ccc2Cl)c1
  -3%	3%	-6%
18: CCc1nc(SCC(=O)NCCc2ccccc2)c2oc3ccccc3c2n1
  ?	0%	3%
19: COc1cc(C(=O)Nc2ccc3c(c2)CCN3C(C)=O)cc(OC)c1OC
  2.1µM*	3%	-4%
20: CCCn1ncc(CN2CCC(CO)(CC3CCCCO3)CC2)c1C (stereo not given)
  -4%	0%	-26%
21: c1ccc(CCn2nnnc2C(c2cccnc2)N2CCN(c3ccccc3)CC2)cc1 (stereo not given)
  11µM*	2%	-5%
22: O=C(OCC(=O)N1CCCC1=O)C1CCN(S(=O)(=O)c2ccc(Cl)c(C(F)(F)F)c2)CC1
  -19%	2%	/
23: Cc1cc(NC(=O)CSc2nnnn2-c2cc(Cl)ccc2C)no1
  -19%	5%	-11%
24: CCN(C(=O)COC(=O)c1cc(-c2ccc3cc(OC)ccc3c2)nc2ccccc12)C1CCS(=O)(=O)C1 (stereo not given)
  /	5%	2%
25: COC(=O)C1=C(C(=O)OC)[C@@H]2N(Cc3ccccc3)c3ccccc3[C@@]23C[C@@H](C(=O)OC)N(C(=O)c2ccc(Br)cc2)C3=N1
  18µM*	12%[12.3 µM]	-1%
26: Cc1ccc2c(c1)N(S(=O)(=O)c1ccc(CN3C(=O)c4cccnc4C3=O)cc1)CCO2
  30%[activator]	3%	-14%
27: CCCCN(CC)c1ncnc2c1sc1nc(N3CCOCC3)c3c(c12)CCCC3
  14%	1%[12.3 µM]	/
28: COc1cc2c(=O)c(C(=O)c3ccc(C)c(C)c3)cn(Cc3ccccc3F)c2cc1OC
  16µM*	5%	/
29: Cc1[nH]nc2c1C(c1ccsc1C)C(C#N)=C(N)O2 (stereo not given)
  -24%	-4%	-7%
30: O=C(N=C1SC2CS(=O)(=O)CC2N1c1ccc(Br)cc1Cl)C1CC1 (stereo not given)
  -1%	4%	12%

# 2 compounds picked at random from those above:
# Below each compound: TDP1 cell noCPT	TDP1 block	N370S GC mod
29: Cc1[nH]nc2c1C(c1ccsc1C)C(C#N)=C(N)O2 (stereo not given)
  -24%	-4%	-7%
8: COc1ccc(-c2cc3ccc(O)c(CN4CCCCC4C)c3oc2=O)cc1OC (stereo not given)
  0%	0%	/

# The list goes on.
# Below each compound: TDP1 cell noCPT	TDP1 block	N370S GC mod
31: O=C(NC1CC1)C1CCN(C(=O)c2ccc(Cl)cc2)CC1
  -4%	7%	-8%
32: Cc1nc2ccc(F)cc2cc1C(=O)Nc1cccc(Cl)c1C
  ?	2%	0%
33: CC1CCCCC1NC(=O)CCNS(=O)(=O)c1cc(Br)cnc1N (stereo not given)
  ?	1%	1%
34: O=C(Cn1cnc2c(nnn2-c2ccccc2)c1=O)NCc1ccc(F)cc1
  0%	/	-6%
35: COc1ccc(CN2C(=O)c3ccccc3C2C(=O)NC2CCCC2)c(OC)c1 (stereo not given)
  -14%	5%	4%
36: Cc1cc(C(=O)OC(C)C(=O)NC2CCCCC2C)c(C)o1 (stereo not given)
  -5%	4%	-3%
37: O=C(Oc1ccccc1)N1CCC2(CC1)CN(c1ccccn1)C2
  ?	/	-5%
38: O=C(c1ccc(OC2CCN(C/C=C/c3ccc(F)cc3)CC2)cc1)N1CCCC1
  ?	2%	-11%
39: CCOC(=O)c1ccc(-c2ccc3c(=O)c4ccccc4n(C)c3c2)cc1F
  ?	/	1%
40: CCS(=O)(=O)N1CCC(C(=O)NCCCN2CCCC2)CC1
  -1%	2%	-16%
41: COc1ccc(N2CCN(Cc3nc4c(c(=O)[nH]c(=O)n4C)n3CCCc3ccccc3)CC2)cc1
  -10%	5%	?
42: O=C(COc1ccc2ccccc2c1)NC1CC(=O)N(c2cccc(F)c2)C1 (stereo not given)
  ?	5%	/
43: Cc1ccc(/C=C2/SC(=S)N(C3CCCCC3)C2=O)o1
  -19%	10%	8%
44: CCOc1ccc(C2C(C(=O)Nc3ccc(Cl)cc3)=C(C)Nc3nc(C(F)(F)F)nn32)cc1 (stereo not given)
  15µM*	0%	/
45: CCCC(=O)Nc1cc(C(=O)O)ccc1Sc1ccc(C)cc1
  3%	-3%	7%

# Arranged by length of the SMILES (low to high): some entries from above.
# Below each compound: TDP1 cell noCPT	TDP1 block	N370S GC mod
13: O=C(Cc1cccs1)Nc1nc(-c2cccnc2)cs1
  8.2µM*	6%	-22%
23: Cc1cc(NC(=O)CSc2nnnn2-c2cc(Cl)ccc2C)no1
  -19%	5%	-11%
2: O=C(CCS(=O)(=O)c1ccccc1)Nc1nc(-c2cccs2)cs1
  21µM*	3%	2%
19: COc1cc(C(=O)Nc2ccc3c(c2)CCN3C(C)=O)cc(OC)c1OC
  2.1µM*	3%	-4%
8: COc1ccc(-c2cc3ccc(O)c(CN4CCCCC4C)c3oc2=O)cc1OC (stereo not given)
  0%	0%	/

# Reformatted field by field: 4 of the compounds above.
32) Cc1nc2ccc(F)cc2cc1C(=O)Nc1cccc(Cl)c1C
  TDP1 cell noCPT: ?; TDP1 block: 2%; N370S GC mod: 0%
33) CC1CCCCC1NC(=O)CCNS(=O)(=O)c1cc(Br)cnc1N (stereo not given)
  TDP1 cell noCPT: ?; TDP1 block: 1%; N370S GC mod: 1%
34) O=C(Cn1cnc2c(nnn2-c2ccccc2)c1=O)NCc1ccc(F)cc1
  TDP1 cell noCPT: 0%; TDP1 block: /; N370S GC mod: -6%
35) COc1ccc(CN2C(=O)c3ccccc3C2C(=O)NC2CCCC2)c(OC)c1 (stereo not given)
  TDP1 cell noCPT: -14%; TDP1 block: 5%; N370S GC mod: 4%

# (further entries)
# Below each compound: TDP1 cell noCPT	TDP1 block	N370S GC mod
46: C=CCn1c(=O)c2c3c(sc2n2c(Nc4ccccc4)nnc12)CCCC3
  10µM*	1%	6%
47: O=C(NNC(=O)C1CCN(S(=O)(=O)c2ccc(Cl)cc2)CC1)c1ccccc1O
  ?	-3%	4%
48: COc1ccc(N2CC(NC(=O)c3ccco3)CC2=O)cc1OC (stereo not given)
  -2%	5%	/
49: S=C1N(c2ccccc2)C(c2ccc(Br)cc2)N2CCCN12 (stereo not given)
  ?	-3%	3%
50: CCOc1ccc(/C=N/NC(=O)CSc2n[nH]c(=O)[nH]c2=O)cc1OC
  -7%	2%	16%
51: CN(C)/C=C(/C(=O)c1ccccc1)S(=O)(=O)c1ccc(Cl)cc1
  0%	5%	7%
52: Cc1cccc(C)c1OCC(=O)OC/C(O)=C(\C#N)c1nc2ccccc2[nH]1
  21µM*	8%	1%
53: CCN(CC(=O)NCc1cccs1)C(=O)COc1ccc(C(N)=O)cc1
  14%	0%	/
54: Cc1ccc(-c2csc(N3CCC[C@@H]3C(=O)NCCn3c(C(F)(F)F)nc4ccccc43)n2)cc1
  ?	/	4%

# Some of the compounds tested (hit frequency here may not be typical).
